IDE cell inh = human IDE inhibitors in live cells, primary screen, fluorescence polarization, HEK cells, FAbetaB substrate | FAbetaB cleavage | 320,000 compounds, 0.41% hits | Insulin-degrading enzyme (Homo sapiens), P14735 | inhibition, % at 5.59 µM;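 active means percent inhibition above the average of all tested compounds plus 3 SD, set per screening campaign, cut at about 16% in these data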;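 further: IDE supplied by intact live HEK cells; FP after avidin binding of uncleaved biotin substrate so inhibition keeps polarization high; 0% = DMSO wells and 100% = 60 µM reference IDE inhibitor Ii1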
Target sequence (P14735 whole entry, looked up): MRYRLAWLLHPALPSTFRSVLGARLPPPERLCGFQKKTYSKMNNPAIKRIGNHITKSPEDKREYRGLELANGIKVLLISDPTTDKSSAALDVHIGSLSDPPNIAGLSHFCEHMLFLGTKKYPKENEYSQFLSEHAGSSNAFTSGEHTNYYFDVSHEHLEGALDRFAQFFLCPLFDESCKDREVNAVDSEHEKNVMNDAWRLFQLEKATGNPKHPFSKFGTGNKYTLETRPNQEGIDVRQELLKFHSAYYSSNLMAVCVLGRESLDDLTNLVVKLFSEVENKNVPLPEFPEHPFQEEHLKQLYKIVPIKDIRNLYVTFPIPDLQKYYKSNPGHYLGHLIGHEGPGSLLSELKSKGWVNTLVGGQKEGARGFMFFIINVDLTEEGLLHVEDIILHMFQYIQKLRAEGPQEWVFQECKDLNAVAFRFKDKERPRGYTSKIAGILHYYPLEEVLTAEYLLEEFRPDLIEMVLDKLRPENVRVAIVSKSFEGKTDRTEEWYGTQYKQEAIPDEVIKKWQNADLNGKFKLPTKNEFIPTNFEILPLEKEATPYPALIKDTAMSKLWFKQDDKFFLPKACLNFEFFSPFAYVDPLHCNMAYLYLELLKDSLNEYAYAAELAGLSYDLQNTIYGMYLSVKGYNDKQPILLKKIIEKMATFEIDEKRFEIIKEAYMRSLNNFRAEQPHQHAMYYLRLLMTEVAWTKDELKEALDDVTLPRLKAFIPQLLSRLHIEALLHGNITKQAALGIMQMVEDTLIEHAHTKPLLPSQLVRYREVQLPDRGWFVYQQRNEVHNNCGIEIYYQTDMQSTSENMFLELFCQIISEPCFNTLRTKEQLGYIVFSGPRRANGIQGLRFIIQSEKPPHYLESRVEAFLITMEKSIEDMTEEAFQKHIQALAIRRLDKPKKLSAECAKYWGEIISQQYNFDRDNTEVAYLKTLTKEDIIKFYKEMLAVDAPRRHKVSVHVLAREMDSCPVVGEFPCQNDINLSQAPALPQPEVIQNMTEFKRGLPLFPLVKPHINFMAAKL
pCIP destab = p/CIP-EGFP fusion destabilizers, primary screen, fluorescence, F442A cells. Q05BA5. 16 h. decrease of EGFP signal, % at 10 µM. 290,000 compounds, 0.01% hits;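 active means EGFP signal decrease of at least 30% at 10 µM or well 3 SD below plate mean, unless failing retest; inactive means the rest, including hits failing retest or dose response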; further: some compounds called inactive have numbers as strong as hits; many of its hits are not listed in these tables
NALP1 yeast inh = NALP1 inflammasome inhibitors in reconstituted yeast, colorimetric, S. cerevisiae, triplicate retest; S. cerevisiae NALP1/ASC/caspase-1 growth, X-gal OD620, 72 h; inhibition, % at 10 µM; 280,000 compounds, 0.61% hits; AID 2071, 2009; in the data active means inhibition mostly above about 24%, no sharp cut-off; inactive means mostly below about 32%; further: some compounds called inactive have numbers as strong as hits
VIM-2 inhibitor = VIM-2 metallo-beta-lactamase inhibitors, primary screen, biochemical, epi-absorbance readout, Pseudomonas aeruginosa enzyme | purified VIM-2, nitrocefin hydrolysis, epi-absorbance fluorescence | inhibition, % at 5.6 µM | 290,000 compounds, 0.89% hits | AID 1527, 2009;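 active means inhibition above the mean of all tested compounds plus 3 SD, cutoff set per screening run, cut at about 7.5% in these data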;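 further: red hydrolysis product quenches plate fluorescence so inhibitors raise well fluorescence; 0% = enzyme with DMSO and 100% = DMSO without enzyme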
IMP-1 inh = IMP-1 metallo-beta-lactamase inhibitors, primary screen, biochemical, epi-absorbance readout, Pseudomonas aeruginosa enzyme. 290,000 compounds, 0.45% hits. metallo-beta-lactamase IMP-1 (Pseudomonas aeruginosa). AID 1556, 2009. purified IMP-1, nitrocefin hydrolysis, epi-absorbance fluorescence. inhibition, % at 5.6 µM;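 active means inhibition above the mean plus 3 SD of all compounds in the same screening run, cut at about 4.5% in these data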;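 further: 0% = IMP-1 with DMSO and 100% = DMSO wells lacking enzyme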
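system = purified recombinant IMP-1 beta-lactamase | amount = 0.2 nM IMP-1, as dispensed | medium = HEPES buffer pH 7.1 with ZnSO4 and Brij 35 | times = 25 °C, 15 min preincubation, 25 min reaction | detection = plate fluorescence quenching by hydrolysis product, ex 480/em 530 nm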
PHOSPHO1 inh = PubChem AID 1565 | Phosphoethanolamine/phosphocholine phosphatase (Homo sapiens), Q8TCT1 | recombinant PHOSPHO1, absorbance phosphatase assay | inhibition, % at 13.3 µM | 290,000 compounds, 1.1% hits; in the data active means inhibition above about 60%
IDE cell activ = human IDE activators in live cells, primary screen, fluorescence polarization, HEK cells, FAbeta-B substrate | FAbeta-B cleavage; 0% vehicle, 100% cell-free pure enzyme wells | activation, % at 5.96 µM | 340,000 compounds, 0.073% hits | AID 493087, 2011;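 active means activation above the mean of all tested compounds plus 3 SD, set per screening campaign, cut at about 17% in these data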
PfM18AAP inh = PfM18AAP inhibitors, malaria aminopeptidase, primary screen, biochemical, QFRET, recombinant enzyme; inhibition, % at 7.35 µM; M18 aspartyl aminopeptidase (Plasmodium falciparum 3D7); H-Glu-NHMec fluorogenic cleavage; 290,000 compounds, 1.2% hits;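 active means inhibition above the campaign mean inhibition over all tested compounds plus 3 SD, cut at about 28% in these data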;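 further: 0% = plate median of test compound wells and 100% = 2 mM ZnCl2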
GPR7 antag = GPR7 receptor antagonists, primary screen, cell-based, fluorescence, single concentration. inhibition, % at 4.4 µM. 290,000 compounds, 1.1% hits. GPR7-expressing cells, fluorescence antagonist assay; in the data active means inhibition above about 16%, passing the limit was not always enough;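 further: cells stimulated with the agonist NPW; 0% = agonist with vehicle and 100% = vehicle without agonist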
Starred values were filed as active, the others as inactive; x = no result given; & = joins results of further samples.

SMILES	IDE cell inh	pCIP destab	NALP1 yeast inh	VIM-2 inhibitor	IMP-1 inh	PHOSPHO1 inh	IDE cell activ	PfM18AAP inh	GPR7 antag
COc1ccc(OCCN2C(=O)NC(C)(c3ccc(C)cc3)C2=O)cc1 (centres undefined)	5	-12	8	0.2	-1.0	-8	2	2	-3
C=CCn1c(COc2cccc3ccc(C)nc23)nnc1SCC(=O)OC	2	1	-22	2.1	-5.2	-9	5	-12	2
Cc1ccc(CNc2ccc(N3CCOCC3)cc2)cc1	-2	-9	6	-2.9	-35	-18	-6	-13	-11
C#CCOc1nc(Nc2cccc([N+](=O)[O-])c2)nc(OCC#C)n1	-6	3	-10	-0.3	-1.1	8	5	3	13
Cc1ccc2nc(-c3ccc(NC(=O)COC(=O)c4cncc(Br)c4)cc3)sc2c1	x	-5	20	-1.1	-3.1	-11	2	4	-1
Cc1ccc(NNC(=O)c2c(F)cccc2Cl)cc1C	-1	-4	16	0.0	1.6	8	4	22	-1
Cc1cccc(/C(N)=N/OC(=O)CCC2CCCCC2)c1	3	5	22	-3.8	-1.1	-10	-2	2	-8
CC(=O)NS(=O)(=O)c1ccc2c(c1)Cc1cc(S(=O)(=O)NC(C)=O)ccc1-2	1	1	7	-1.0	-1.8	34	4	10	-10
Clc1nc2ccccc2nc1-c1ccccc1	1	2	x	-2.7	-2.0	27	5	0	-16
Nc1ccccc1SCC(=O)Nc1nccs1	1	-4	-3	-0.4	-4.3	-6	4	-10	-10
CO/N=C/C(=N\Nc1ccc(OC)cc1)C(=O)c1ccc(OC)cc1	5	-1	-6	-1.6	-1.7	14	14	-3	-8
Cc1noc(C(=O)Nc2ccccc2C(F)(F)F)c1Cl	1	-10	6	-1.5	-0.7	-9	1	3	-6
O=C(NCc1cccs1)c1nc(-c2cccs2)no1	7	-2	6	-1.4	-1.5	-40	4	1	-1
O=c1c(C(c2ccc(F)cc2)c2c(O)nc3n(c2=O)CCCS3)c(O)nc2n1CCCS2	3	-2	5	-0.3	-1.4	28	5	-9	-14
CC1(C)CC(=O)C2=C(C1)C(c1cn(-c3ccccc3)nc1-c1ccccc1)C(C#N)=C(N)O2 (centres undefined)	1	-1	43*	0.4	-3.0	-1	1	3	-10
COCCNC(=O)c1sc2ncn(CC(=O)N3CCCCC3)c(=O)c2c1C	5	8	19	-0.7	-0.5	52	7	-4	15
CCCc1cc(=O)oc2cc(OCC(=O)NC3CCN(Cc4ccccc4)CC3)ccc12	4	-5	10	3.2	-1.2	-15	0	2	-13
CC(=O)N1CCN(CC(O)COc2ccc(Br)cc2)CC1 (centres undefined)	-1	2	6	-3.6	-4.5	-24	6	7	-12
CC(C(O)c1ccc(O)cc1)N1CCC(Cc2ccccc2)CC1 (centres undefined)	3&0&1	-12&-6	6&12	-2.1&-1.2	-1.5&-0.3	12&-16	4&5&-2	5&0	-6&0
COc1ccc(S(=O)(=O)N2CCCN(Cc3cccc(F)c3)CC2)cc1	5	2	2	-2.0	-1.8	-22	3	6	4
CC(NC(=O)OC1CCCCC1)N1C(=O)C2C3C=CC(C3)C2C1=O (centres undefined)	2	-16	11	-0.9	-1.2	46	7	-9	11
CCOC(=O)C1CCCN(C(=O)COC(=O)C2=COCCO2)C1 (centres undefined)	-1	-5	18	-2.8	-1.0	18	5	3	-16
Cc1cc(C)n(C2CCCCC2OC(=O)CCc2ccccc2)n1 (centres undefined)	2	5	x	2.1	1.8	38	4	-9	9
CN(C)S(=O)(=O)c1ccc(C(=O)Nc2ccnn2C2CCCCC2)cc1	-1	-8	-33	0.2	1.1	-26	-4	-3	-3
O=C(Cc1ccc(Cl)cc1)Nc1nc2ccccc2[nH]1	-2	-3	16	0.2	-0.5	-1	1	-3	0
O=S(=O)(c1ccc(F)cc1)n1ccc(-c2cnc(-c3ccccc3)s2)n1	1	-6	16	-1.3	-1.4	7	2	-3	-14
CCC1CCCCN1CCCNC(=O)c1cc2c(=O)oc3ccc(C)cc3c2s1 (centres undefined)	1	-22	12	12*	-0.1	49	-6	9	-14
COc1cc(/C=C/C(=O)c2ccc3c(c2)OCCO3)cc(OC)c1OC	-5	6	8	1.1	-1.4	47	-5	8	-18
Cc1ccccc1NC(=S)NCCc1c[nH]c2ccccc12	-3	0	7	-2.3	-4.7	6	0	-11	0
CCCC(=O)NC(c1ccco1)c1cc([N+](=O)[O-])c2cccnc2c1O (centres undefined)	-5	0	2	-1.8	-3.9	3	-1	15	-10
CCOc1cc(CN2CCCCCC2)ccc1OC	1	4	-37	-1.7	0.6	x	7	5	-9
O=C1CCCC(O)=C1N=Nc1ccc2ncsc2c1	-2	-1	28	-1.5	-2.6	10	3	0	-5
COc1ccc(CCNC(=O)CCCOc2ccc(C)cc2)cc1OC	3	-7	40	1.1	-0.9	2	5	1	-1
c1cnc(N2CCN(Cc3ccc4c(c3)OCO4)CC2)cn1	-3	-16	5	-3.0	-2.5	-2	-1	4	0
Cn1c(=O)c2c(nc(NCc3ccc4c(c3)OCO4)n2C)n(C)c1=O	0	-6	8	-1.7	-4.0	-6	2	1	-2
N=c1n(CCN2CCOCC2)c2ccccc2n1CC(=O)c1cccc([N+](=O)[O-])c1	-1	-3	10	-0.2	0.9	30	4	-6	-15
CCOC(=O)c1c(C)[nH]c(C)c1C(=O)CSc1nc2ccccc2n1CCOC	1	5	29	-1.5	-3.6	-29	0	-7	5
Cc1cc(=O)oc2c(C)c(OC(C)C(=O)NCCCN3CCOCC3)ccc12 (centres undefined)	7	4	7	-2.5	-2.9	64*	0	-3	-10
C=CCc1ccccc1OCCn1ccnc1	0	10	8	1.1	1.5	24	3	15	4
CC(C)CCN1CCN(Cc2ccc(C#CCCO)cc2)CC1CCO (centres undefined)	-8	-8	-4	-3.2	-3.1	28	4	3	-17

At a glance, part of the list above.
SMILES	IDE cell inh	pCIP destab	NALP1 yeast inh	VIM-2 inhibitor	IMP-1 inh	PHOSPHO1 inh	IDE cell activ	PfM18AAP inh	GPR7 antag
N=c1n(CCN2CCOCC2)c2ccccc2n1CC(=O)c1cccc([N+](=O)[O-])c1	-1	-3	10	-0.2	0.9	30	4	-6	-15
CCOC(=O)c1c(C)[nH]c(C)c1C(=O)CSc1nc2ccccc2n1CCOC	1	5	29	-1.5	-3.6	-29	0	-7	5
Cc1cc(=O)oc2c(C)c(OC(C)C(=O)NCCCN3CCOCC3)ccc12 (centres undefined)	7	4	7	-2.5	-2.9	64*	0	-3	-10
C=CCc1ccccc1OCCn1ccnc1	0	10	8	1.1	1.5	24	3	15	4

Later entries:
SMILES	IDE cell inh	pCIP destab	NALP1 yeast inh	VIM-2 inhibitor	IMP-1 inh	PHOSPHO1 inh	IDE cell activ	PfM18AAP inh	GPR7 antag
COC(=O)c1ccccc1NC(=O)C1CC(=O)N(c2ccccc2)C1 (centres undefined)	9	-7	-11	-2.5	-1.0	51	0	-5	9
O=C1c2ccccc2-c2nc3ccccc3cc21	6	-6	8	12*	-4.1	33	2	2	-1
CC1=C(C#N)C2(O)C(=O)c3ccccc3C2(O)N1 (centres undefined)	2	-5	10	0.5	0.5	12	5	-6	1
Cc1cn(CCC(=O)Nc2ccccc2N2CCOCC2)c2ccccc12	2	-13	18	-0.9	-2.1	1	4	-15	2
Cc1ccc(NC(=O)C(=O)NCc2ccc(/C=C(/C#N)C(=O)NCc3cccnc3)o2)cc1	-6	-14	-10	-6.7	-2.5	9	-6	11	-15
Cc1cc(NC(=O)CC#N)n(-c2ccccc2)n1	9	-9	2	-2.9	-1.8	20	0	1	-11
CC(Oc1ccccc1Cl)C(=O)/C=C/N(C)C (centres undefined)	3	0	6	0.5	0.6	-1	-4	-1	-11
CCCCNC(=O)c1nc2ncc(Br)cn2n1	3	-13	15	-7.3	-4.6	22	0	0	-2
O=C(CN1CCCc2ccccc21)N1CCc2ccccc21	-4	-2	-32	-1.3	-1.6	3	x	0	-6
CCOC(=O)Cc1cnc(NC(=O)CSc2nc(C)cc(C)n2)s1	1	0	17	-5.1	-3.0	-31	3	-3	-9
Cc1nc(CCNC(=O)CC2C(=O)NCCN2Cc2ccccc2F)sc1C (centres undefined)	-1	-1	-41	-2.6	-3.7	28	1	-1	-10
CC1/C(=N/O)C(CN(C)C)C2CC1C2(C)C (centres undefined)	1	-2	8	-2.6	-2.4	-18	-5	-3	1
O=C(CSc1nnc(-c2ccc(F)cc2)o1)N1CCCCC1	0	-6	4	-5.2	-2.9	-4	6	-2	-5
CC(C)(C)OC(=O)NC(Cc1ccccc1)C(=O)N1CCC(C(=O)NCC(=O)Nc2ccc(F)cc2)CC1 (centres undefined)	-4	-11	-3	0.6	-1.4	49	6	4	-7
CC(N=Cc1nc(-c2ccccc2)oc1O)c1ccccc1 (centres undefined)	6	4	5	-2.3	-4.0	2	8	-11	7
C=CCn1c(C2CC(=O)N(c3ccc(C)cc3)C2)nc2ccccc21 (centres undefined)	3	6	-21	-2.6	-1.6	7	-2	4	1
O=C(NCCCN1CCCCC1)C1CCC(=O)N1CCc1ccccc1 (centres undefined)	1	-4	-18	-4.6	-1.5	18	0	-11	-11
CC(C)OC(=O)/C(=C\c1cccnc1)NC(=O)c1ccccc1	3	2	5	-0.1	-2.5	9	3	-9	-13
Cc1cc(/C=C\c2ccccc2)nc2ccccc12	1	-25	3	-2.1	-3.7	-9	2	-6	8
COC(=O)C1=NN(C(=O)c2ccccc2)C(C)(O)C1 (centres undefined)	5	-17	-9	-3.4	-7.4	14	0	5	-6
O=C(CCc1nnc(Cc2ccc(-c3ccccc3)cc2)o1)NCCc1cccnc1	1	1	-7	-2.2	-2.7	6	-3	-3	-8
N=c1c2c(-c3ccccc3)c(-c3ccccc3)n(Cc3ccccc3)c2ncn1CCCO	-2	-26	26	-2.9	-2.6	-5	0	-1	27*
COCC1CCCN(C(=O)c2ccc3oc(Cc4ccc(Cl)cc4)nc3c2)C1 (centres undefined)	0	2	21	-1.7	-1.6	60	6	4	5
O=C(CN1C(=O)/C(=C\C=C\c2ccccc2)SC1=S)Nc1ccc(F)cc1	-2	-29	20	-0.1	-0.4	-39	1	5	-1
Cc1ccccc1C(=O)NNC(=O)CCC(=O)Nc1cccc(Cl)c1C	3	9	23	-2.1	-1.3	0	3	-2	1
Cc1ccc(-n2nnc3ccccc3c2=O)cc1C	3	-10	13	-3.2	-2.6	-7	3	-4	-1
COC(=O)c1ccc(NC(=O)CN(c2ccc(C)cc2)S(=O)(=O)c2c(C)nn(C)c2C)cc1	-2	-17	5	1.6	0.4	-11	3	2	23
Nc1ccc2nc3c(=O)[nH]c(=S)[nH]c3nc2c1	1	-8	x	4.2	27*	-107	-4	29*	-7
COc1cccc(NC(=O)C(OC(=O)c2ccccc2NS(=O)(=O)c2cccs2)c2ccccc2)c1 (centres undefined)	-1	-5	18	0.1	-1.9	-4	-3	8	-5
CCOc1cccc(CNCCCSc2ncccn2)c1	-5	-84	2	-0.9	-2.5	x	7	0	-14
